Screening data: PubChem, several laboratories
p97 inhibitor: inhibitors of human p97 ATPase, primary screen, biochemical; Transitional endoplasmic reticulum ATPase (Homo sapiens), P55072; recombinant p97 ATPase, Kinase-Glo ATP luminescence, 3 h; inhibition, % at 8 µM; hit rate 0.42% among 220,000; AID 1481, 2009; in the data active = inhibition above about 15%;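 also: 0% = DMSO vehicle and 100% = wells lacking enzyme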
S1P4 antagonist: S1P4 receptor antagonists, primary screen, cell-based; S1P4-expressing cells, antagonist mode, reporter read-out; inhibition, % at 4.98 µM; hit rate 0.26% among 220,000; in the data active = inhibition above about 29%;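 also: 0% = wells stimulated with agonist and 100% = vehicle wells without agonist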
S1P4 agonist: S1P4 receptor agonists, primary screen, cell-based; Sphingosine 1-phosphate receptor 4 (Homo sapiens), O95977; S1P4-expressing cell line, agonist reporter assay; activation, % at 4.98 µM; hit rate 0.35% among 220,000; in the data active = activation above about 11%;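 also: 0% = DMSO vehicle and 100% = reference agonist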
NPY-Y1 antag: NPY-Y1 receptor antagonists, primary screen, cell-based. inhibition, % at 3.6 µM. HEK293-CNG Y1 cells, membrane potential fluorescence; NPY at EC95, then isoproterenol. Neuropeptide Y receptor type 1 (Homo sapiens), P25929. hit rate 1% among 200,000;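 active = inhibition above the campaign mean inhibition of all tested compounds plus 3 SD, cut at about 20% in these data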;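 also: 0% = DMSO wells given NPY plus isoproterenol and 100% = isoproterenol alone without NPY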
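Assay system: HEK293 Y1/CNG channel cell line; Doses: single compound dose of 3.6 µM, 0.4% DMSO; Timing: dye 3 h, compound 60 min room temperature, stimulation 45 min; Technique: Membrane-potential fluorescent dye readout; Measure: % inhibition of NPY effect.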
EP2 antag: human EP2 receptor antagonists, primary screen, TR-FRET cAMP, C6 glioma cells. C6 glioma cells expressing human EP2; cells stimulated with saturating PGE2. inhibition, % at 25 µM. hit rate 0.52% among 260,000. AID 1422, 2008;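 active = percent inhibition above 40 after rounding to a whole number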;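 also: rat C6 glioma host cells with rolipram phosphodiesterase inhibitor present; the protocol text gives 20 µM as final concentration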
eIF4E 4G PPI: eIF4E–eIF4G protein interaction inhibitors, primary screen, biochemical, uHTS, TR-FRET, eIF4GI fragment. Eukaryotic translation initiation factor 4E (Mus musculus) + Eukaryotic translation …. TR-FRET eIF4E-eIF4GI(517-606) binding, 2 h. inhibition, % at 21.7 µM. hit rate 0.37% among 220,000;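 active = inhibition above about 30%, limit read from the data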;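 also: 0% = full FRET control wells and 100% = background wells lacking eIF4GI fragment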
NPY-Y1 PAM-ag: NPY-Y1 receptor potentiators or agonists, primary screen, cell-based | NPY-Y1 expressing cells, potentiator/agonist activation | activation, % at 3.6 µM | hit rate 0.37% among 220,000 | AID 1304, 2008; in the data active = activation above about 33%, passing the limit was not always enough;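 also: cells stimulated with NPY at EC10 then isoproterenol at EC100; 0% = low agonist plus stimulus and 100% = saturating agonist plus stimulus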
EP2 modulator: EP2 receptor modulators, cAMP readout, primary screen, cell-based, HTRF cAMP, PGE2 stimulation; EP2-expressing cells, cAMP HTRF FRET, PGE2 co-stimulation; induction, % at 25 µM; hit rate 0.83% among 260,000; AID 940, 2007;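 active = compounds whose cAMP rise, as percent of the full-agonist control response, exceeds 60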;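 also: rat C6 glioma line stably carrying human EP2 under a CMV promoter; the protocol text gives 20 µM as final concentration; 100% = response of wells given 1 µM PGE2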
NPY-Y2 PAM-ag: NPY-Y2 potentiators or agonists, primary screen, cell-based; cells expressing NPY-Y2, potentiator/agonist read-out; activation, % at 3.6 µM; Neuropeptide Y receptor type 2 (Homo sapiens), P49146; hit rate 0.45% among 220,000; AID 1359, 2008; in the data active = activation above about 27%;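 also: cells stimulated with NPY near EC25 plus isoproterenol at EC100; 0% = vehicle plus submaximal agonist and 100% = vehicle plus saturating agonist; some results beyond the cut were filed as inactive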
* = called active by the depositor; nt = no result given; & = joins results of further samples; [ ] = remark or other dose. The list is partial, so the mix of outcomes need not match the whole.

canonical_smiles | p97 inhibitor | S1P4 antagonist | S1P4 agonist | NPY-Y1 antag | EP2 antag | eIF4E 4G PPI | NPY-Y1 PAM-ag | EP2 modulator | NPY-Y2 PAM-ag
COC(=O)Cn1c(=N)n(CCN2CCCCC2)c2ccccc21 | 3 | -7 | 0.4 | 0 | 10 | 0[fluorescence artefact?] | -20 | -13 | 10
CCOC(=O)N1CCN(Cc2cn3ccccc3n2)CC1 | 5 | -24 | -1.1 | 6 | 3 | 4[fluorescence artefact?] | 12 | 23 | -2
Cc1ccc(C)c(/C=C/C(=O)c2ccccc(=O)c2O)c1 | 4 | -5 | 1.0 | 12 | 12 | -5 | 7 | -38 | -9
CC1(C)OC(=O)N(c2ccccc2)C12C=Cc1cc(Br)ccc1O2 (configuration not stated) | -2 | -12 | 2.4 | 10 | 2 | 1 | 12 | 25 | 3
Clc1cccc(-c2nnc(SCc3nc4ccccc4[nH]3)n2Cc2ccco2)c1 | 1 | -5 | 0.5 | 14 | 7 | -3 | -27 | 1 | -37
CN1CCN(CC(=O)NC23CC4CC(CC(C4)C2)C3)CC1 | 4 | -22 | 0.8 | nt | 5 | -9 | 19 | 3 | 4
Cc1ccc(-n2nnnc2-c2nc3ccccc3s2)cc1 | -3 | -22 | 0.8 | -4 | 6 | 6 | -6 | -16 | -4
Cc1ccc(Sc2nc(-c3ccccc3)nnc2C(F)(F)F)cc1 | -2 | -27 | 0.5 | 2 | 2 | -1 | -14 | 49 | -3
Cc1ccc2[nH]c3c(NCCN4CCOCC4)ncnc3c2c1 | 6 | -16 | -1.1 | 1 | nt | -1 | -8 | -35 | 9
C(=N\Nc1nnnn1-c1ccccc1)/c1ccncc1 | 2 | -3 | 0.9 | -2 | 13 | -1 | 8 | 7 | 7
CC(c1nnc(SCC(=O)N2CC(=O)Nc3ccccc32)n1Cc1ccccc1)N(C)C (configuration not stated) | 3 | -4 | 0.0 | 4 | 15 | 3 | -8 | 24 | -3
O=C(CS(=O)(=O)Cc1ccccc1)N1CCN(C(=O)c2ccco2)CC1 | 0 | -16 | 1.0 | 0 | 12&8 | -2 | 11 | -3&-22 | 9
CCN(CC)S(=O)(=O)c1cccc(C(=O)N/N=C(\C)c2ccc(O)cc2O)c1 | 22* | -6 | -1.0 | 0 | 7 | -4 | 16 | -7 | 9
Cc1cc(C)cc(N(C(=O)c2csnn2)C(C(=O)NC(C)(C)C)c2ccncc2)c1 (configuration not stated) | -2 | 3 | 0.9 | -3 | 6&3 | 7 | 11 | -2&-4 | 8
Cc1ccc(Nc2c([N+](=O)[O-])ccc3c2=NC2(CCCCC2)N=3)cc1 | 1 | 13 | -1.8 | -4 | nt | 5 | 11 | 57 | -5
NC(=S)c1ncc(C(F)(F)F)cc1Cl | -8 | 13 | 0.1 | nt | 7 | -1 | -9 | 4 | 2
COCCNC(=O)c1ccccc1NC(=O)c1ccccc1N(C)S(C)(=O)=O | 1 | -5 | -0.9 | 5 | 6 | 5[fluorescence artefact?] | -2 | 21 | 0
COc1ccc(C)cc1N(CC(=O)Nc1cccnc1)S(=O)(=O)c1ccc(C)cc1 | -2 | -13 | -0.8 | 4 | 16 | 0 | 2 | 8 | -3
COc1cc2[nH]c(=O)n(CCCCCC(=O)NCCCN3CCOCC3)c(=O)c2cc1OC | 1 | -8 | 0.0 | -4 | 5 | 6[fluorescence artefact?] | -15 | 19 | 5
O=C(O)CNS(=O)(=O)c1ccc(C2CCCCC2)cc1 | 0 | -10 | 1.1 | 0 | 13 | 0 | 12 | 20 | 8
C/C(=N\NC(=S)Nc1ccc(C)cc1)c1cccc(N)c1 | 0 | -26 | 2.7 | -3 | 11 | -3 | -7 | -35 | -9
COc1ccc(-n2c3c(c(=O)[nH]c2=O)C(NC(=O)c2ccncc2)(C(F)(F)F)C(=O)N3)cc1 (configuration not stated) | 1 | 1 | 2.5 | -4 | 7 | -2 | -5 | 19 | 4
COc1ccc(C(=O)c2sc3nc(-c4ccccc4)ccc3c2N)cc1 | -2 | -2 | 0.3 | 2 | 8 | 2 | 10 | -65 | 8
CCCCn1c(=O)n(CC(=O)Nc2ccc(OC)c(Cl)c2)c(=O)c2c1nc(CO)n2CCC | -4 | 1 | 0.2 | 0 | 10 | -1 | 8 | 41 | -15

Laid out differently: 2 of the compounds above
CCOC(=O)N1CCN(Cc2cn3ccccc3n2)CC1
- p97 inhibitor = 5
- S1P4 antagonist = -24
- S1P4 agonist = -1.1
- NPY-Y1 antag = 6
- EP2 antag = 3
- eIF4E 4G PPI = 4[fluorescence artefact?]
- NPY-Y1 PAM-ag = 12
- EP2 modulator = 23
- NPY-Y2 PAM-ag = -2
Cc1ccc(C)c(/C=C/C(=O)c2ccccc(=O)c2O)c1
- p97 inhibitor = 4
- S1P4 antagonist = -5
- S1P4 agonist = 1.0
- NPY-Y1 antag = 12
- EP2 antag = 12
- eIF4E 4G PPI = -5
- NPY-Y1 PAM-ag = 7
- EP2 modulator = -38
- NPY-Y2 PAM-ag = -9

3 entries already listed, sorted by the number in S1P4 antagonist, smallest number first.
canonical_smiles | p97 inhibitor | S1P4 antagonist | S1P4 agonist | NPY-Y1 antag | eIF4E 4G PPI | NPY-Y1 PAM-ag | EP2 modulator | NPY-Y2 PAM-ag
C/C(=N\NC(=S)Nc1ccc(C)cc1)c1cccc(N)c1 | 0 | -26 | 2.7 | -3 | -3 | -7 | -35 | -9
COc1cc2[nH]c(=O)n(CCCCCC(=O)NCCCN3CCOCC3)c(=O)c2cc1OC | 1 | -8 | 0.0 | -4 | 6[fluorescence artefact?] | -15 | 19 | 5
Cc1ccc(C)c(/C=C/C(=O)c2ccccc(=O)c2O)c1 | 4 | -5 | 1.0 | 12 | -5 | 7 | -38 | -9

Taken from above:
NC(=S)c1ncc(C(F)(F)F)cc1Cl – EP2 antag = 7
COc1cc2[nH]c(=O)n(CCCCCC(=O)NCCCN3CCOCC3)c(=O)c2cc1OC – eIF4E 4G PPI = 6[fluorescence artefact?]
